CCT modulator – changes cytosolic chaperonin activity; 0.3% of 360,000 active; activity change, % (concentration not given with the values), hits read low; AID 651819; purified chaperonin ATPase assay, HTRF ADP detection, 30 min; in the data active = activity change below about -30%; also: % is scaled to controls: 0 for no effect and ±100 for the full control effect
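ATPase activity: ADP formed was measured by HTRF Transcreener (665/615 nm ratio) after 30 min at 37 deg C with 10 uM ATP. Compounds screened at one 76 uM concentration against 40 or 20 nM TRiC in Tris pH 7.4/KCl/MgCl2/DTT buffer.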
Mm-Cpn inhibitor – inhibitors of Methanococcus maripaludis chaperonin (MmCpn); purified Mm-Cpn ATPase, ADP Transcreener TR-FRET; Potency, µM (highest dose often 76.9 µM), without a hit: at the highest dose activity, negative = inhibition, usual class: inhibitors; 0.031% of 330,000 active; also: potency is read from the fitted curve at half-maximal effect; % is scaled to controls: 0 for no effect and ±100 for the full control effect; nearly all actives have a fitted effect of over 80% in size
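Inhibition of chaperonin ATP hydrolysis is measured as reduced ADP production, detected by competitive TR-FRET in which signal falls with ADP. Final enzyme 25 nM and ATP 10 uM, reacted 30 min at 37°C.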
HepG2 viability – HepG2 cytotoxicity, counter-screen for TGF-b inhibitors; HepG2 CAGA-GFP viability, ATP luminescence, 18 h; Potency, µM (series often up to 46.1 µM), inactives show at the top dose activity change, negative = cytotoxicity, hits mostly cytotoxic; 0.76% of 410,000 active; also: potency is read from the fitted curve at half-maximal effect; some results filed as inactive show a strong effect at the top dose
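CellTiter-Glo luminescence gave cytotoxicity after 18 hours at 37 degrees C. The cells were HepG2 CAGA-GFP in 1% FBS DMEM, stimulated with 500 pg/mL TGF-beta after compound addition. %Activity was normalised to no-cell wells (complete cell-killing) and DMSO (no toxicity), and curves were fitted and classified.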
Nrf2 inh – Nrf2 pathway inhibition | A549 ARE-Fluc reporter, luciferase luminescence, 18-24 h | Potency, µM (doses to about 46 µM), for the others: at the highest dose activity change, negative = inhibition, most hits filed as inhibitors | 2.1% of 360,000 active | AID 504444; also: potency is read from the fitted curve at half-maximal effect; % is scaled to controls: 0 for no effect and ±100 for the full control effect; nearly all actives have a fitted effect of over 60% in size
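Cells were seeded and rested 2 h, then exposed to compounds for 18-24 h. CellTiter-Fluor was read first as a viability measure. BugLite was added 15 min before the final luminescent read of ARE-luciferase activity in A549 cells.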
pAkt inh – inhibitors of Akt phosphorylation; Neuro2A IGF-stimulated pAkt S473 HTRF, 20 min; stronger effect = lower value; activity change, % for hits at 50 µM; 0.32% of 360,000 active; AID 651550; in the data active = activity change below about -80%; inconclusive = mostly about -51% to -80%; also: % is scaled to controls: 0 for no effect and ±100 for the full control effect
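Neuro2A cells (4,500/well, DMEM with 0.5% FBS) were treated with compound at a single 50 µM final concentration, stimulated with 6 nM IGF for 20 min at 37 °C, and lysed. Phospho-Akt Ser473 was read by HTRF as 665/615 ratio ×10^4.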
A549 tox – counter-screen for Nrf2 inhibitors: cytotoxicity in A549 cells; A549 ARE-Fluc cells, CellTiter-Fluor viability, 18-24 h; Potency, µM (series often up to 46 µM), for inactives: at the highest dose activity change, negative = cytotoxicity, usual class: inhibitors; 0.16% of 390,000 active; AID 504648; also: potency is read from the fitted curve at half-maximal effect; % is scaled to controls: 0 for no effect and ±100 for the full control effect
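A549 ARE_Fluc cells in 5% FBS OPTI-MEM were exposed to compounds in concentration-response for 18-24 h at 37 deg C. Viability was read by CellTiter-Fluor fluorescence (Ex 405/Em 525) after 30 min, before the luciferase read.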
TGFb SMAD3 inh – blocks TGF-b signaling; 1.2% of 410,000 active; HepG2 CAGA-GFP TGF-b/SMAD3 reporter, GFP fluorescence, 18 h; TGF-beta stimulated, 500 pg/mL final; AID 588855; Potency, µM (series often up to 46.1 µM), inactives show at the highest dose activity, negative = inhibition, hits mostly inhibitors; also: potency is read from the fitted curve at half-maximal effect; % is scaled to controls: 0 for no effect and ±100 for the full control effect; nearly all actives have a fitted effect of over 65% in size
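TGF-beta reporter screen: HEPG2 CAGA-GFP, 1% FBS, 500 pg/mL TGF-beta final, 18 h; per-cell GFP summed per well; curves fitted and categorized by class.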
ATXN viability – viability counter-screen for ATXN expression inhibitors | S2 cells (HEK-293 line with an ATXN2-luciferase reporter) viability, CellTiter-Fluor protease fluorescence, 24 h | Potency, µM (highest dose often 56.7 µM), actives largely listed as cytotoxic | 0.49% of 400,000 active; also: potency is read from the fitted curve at half-maximal effect; nearly all actives have a fitted effect of over 40% in size
Nrf2 activator – activates Nrf2 signaling; AREc32 ARE-luciferase reporter (MCF7-derived line), luminescence, 24 h; Potency, µM (titrated, usually from 46.1 µM), without a hit: at the highest dose activation, actives largely listed as activators; 0.31% of 410,000 active; also: potency is read from the fitted curve at half-maximal effect; % of control where 0% means no effect; nearly all actives have a fitted effect of over 65% in size
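For detection, Steady-Glo was added and plates sat 30 min at RT; before that, AREc32_Fluc cells grown overnight in OPTI-MEM/5% FBS had been treated with 23 nL compound for 24 hr at 37 deg C.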
* = called active by the depositor; i = inactive; ? = inconclusive; . = not tested or not shown. Unless noted, calls follow the shape of the dose curve; as a rule, active = well fitted curve in the direction sought with a large enough effect; inconclusive = small, poorly fitted or top-dose-only effect, or another doubt; inactive = no such curve, though single readings can be large; an effect the other way counts as inactive or inconclusive.

SMILES | CCT modulator | Mm-Cpn inhibitor | HepG2 viability | Nrf2 inh | pAkt inh | A549 tox | TGFb SMAD3 inh | ATXN viability | Nrf2 activator
C=CCOc1cccc(/C=N/NC(=O)CN2CCCCC2)c1 | -2.8 | -3% | -4% | 10% | i | 1% | 0% | i | -0.4%
CCOc1ccccc1NC(=O)Cn1c(=O)n(Cc2ccccc2)c(=O)c2c(C)c(C(=O)N(C)C)sc21 | . | . | -3% | . | . | -5% | -5% | ? | -0.5%
O=C(CN1CCN(c2ccccn2)CC1)Nc1cccc(S(=O)(=O)N2CCCC2)c1 | 0.9 | 0% | -8% | 12µM* | i | -4% | -7% | i | -0.8%
COC(=O)/C=C1\SC(=Nc2ccccc2)NC1=O | -0.4 | 0% | 9% | -17% | i | -13% | 12% | i | 12%
Cc1ccccc1NC(=O)Cn1cc(C(=O)c2cccs2)c2ccccc21 | . | . | -14% | ? | . | -14% | 0% | i | 1.9%
CC(C)[C@H](NC(=O)c1ccc(F)cc1)C(=O)OCC(=O)NC(=O)c1cccn1C | 1.8 | -1% | -5% | 5% | i | -9% | -10% | i | 2.7%
CC1CCCC(C)N1CCCNC(=O)c1ccc2nc(N3CCOCC3)sc2c1 (centres undefined) | 0.2 | -2% | 18% | 9% | i | 0% | -5% | i | -0.2%
CCOC(=O)c1cnc2ccc(OC)cc2c1NCc1ccccc1 | -0.9 | 0% | 2% | -13% | i | -8% | 8% | i | 4.5%
COc1cccc(CN2CCc3nc(N4CCN(C)CC4)ncc3C2)c1 | . | . | -57% | . | . | 0% | 5% | i | 0.9%
Cc1cc2c(n1-c1ccc(C(N)=O)cc1)CC(C)(C)CC2=O | 1.4 | 1% | -2% | -3% | i | -4% | -8% | i | -0.7%
CNC(=O)OCc1ncn(-c2ccccc2)c1COC(=O)NC | 1.0 | . | 1% | . | i | . | -11% | i | 0.5%
COC(=O)c1ccc(C23CC4(C2)[C@H](CN(Cc2ccc(-c5ccccc5)cc2)[C@@H]4c2ccccc2)C3c2ccc(Cl)nc2)cc1 (some centres undefined) | -1.0 | 0% | -13% | 5% | i | -1% | 1% | i | 3.1%
CCOC(=O)C1(Cc2cccc(Cl)c2)CCCN(C(=O)c2cn[nH]c2)C1 (centres undefined) | -0.4 | 2% | -5% | 10% | i | 1% | 0% | i | -0.8%
Nc1c(N(Cc2ccco2)C(=O)COc2ccccc2Cl)c(=O)[nH]c(=O)n1Cc1ccccc1 | -7.5 | 0% | -15% | -5% | i | -2% | -6% | i | -0.1%
CC(=O)N/C(=C\c1ccc(Br)s1)C(=O)O | -1.2 | -1% | -10% | -1% | i | -1% | 11% | i | -0.8%
Cc1nc(Cl)sc1C(=O)Nc1cccc(C(F)(F)F)c1 | 1.8 | . | 0% | 5% | i | -5% | 2% | ? | 2.9%
O=C(Nc1cccc(Cl)c1)OCc1cn(-c2ccc(Cl)cc2)nn1 | 0.5 | -2% | 1% | 9% | i | . | 14% | i | -0.6%
CCC(=O)Nc1nnc(S(=O)(=O)N2CCCC2)s1 | -1.0 | 3% | -8% | -10% | i | -14% | -7% | i | -1.1%
Cc1ccnc(N2C3CCC2CC(O)(c2ccccc2)C3)n1 (centres undefined) | -0.7 | 2% | 6% | 6% | i | -5% | 5% | i | 0.2%
O=C1CN(C(=O)COC(=O)c2ccc(N3CCCCCC3)c([N+](=O)[O-])c2)c2ccccc2N1 | 3.1 | 0% | 25% | ? | i | -8% | -14% | i | 4.0%
CCCCSc1cc(=O)n(-c2ccccc2)nc1C(=O)OCC | -0.1 | -1% | -2% | . | . | 1% | 0% | i | -0.7%
CCCC(=O)NC(=S)Nc1ccc(CN2CCOCC2)cc1 | -2.2 | -5% | -5% | 16% | i | 7% | 6% | i | 0.4%
COc1ccc(C2C(C(C)=O)=C(O)C(=O)N2c2ccc(Br)cc2)cc1 (centres undefined) | -0.9 | -12% | 10% | 5% | i | -1% | 26% | ? | 0.9%
COc1ccccc1-c1cc(C(F)(F)F)nc(S(=O)(=O)CCCC(=O)Nc2cccnc2Cl)n1 | 2.0 | -7% | 2% | 21µM* | i | ? | ? | ? | -3.0%
O=C(NCCS(=O)(=O)N1CCN(c2ccccc2F)CC1)c1ccc2c(c1)OCO2 | -1.0 | 1% | 1% | -3% | i | 1% | -17% | ? | -0.1%
O=C(NCc1ccc2c(c1)OCO2)c1cc2ccccc2oc1=O | -1.9 | 4% | 5% | ? | i | 1% | 10% | i | 0.1%
Cc1ccccc1OCC(=O)N/N=C/c1cccn1C | 1.0 | 0% | -19% | -21% | i | 1% | 0% | i | 1.1%
CN(c1ccc(F)cc1)S(=O)(=O)c1ccc(Cl)c(C(=O)NC2(C)CCS(=O)(=O)C2)c1 (centres undefined) | -12 | -3% | 0% | -5% | i | 13% | 0% | i | -0.9%
CN1CCN(c2ccc(NC(=O)CSc3nnnn3-c3ccccc3F)cc2)CC1 | -1.8 | 0% | -9% | 21% | i | 1% | 1% | ? | -1.0%
Cc1nn(C)c2ncc(C(=O)c3cc(F)ccc3O)cc12 | -0.6 | 1% | -11% | . | i | 8% | ? | i | 0.2%
COCCn1nnnc1SCC(=O)N1CCCCC1 | 1.7 | 0% | -2% | 29% | i | -9% | -1% | i | 0.1%
Clc1ccc(CNC2CCCC2)c(Cl)c1 | 3.0 | -1% | -3% | 12% | i | 3% | 1% | i | 0.4%
Cc1ccccc1CNC(=O)c1ccc(Cl)c([N+](=O)[O-])c1 | 2.3 | 2% | 17% | 5% | i | -3% | -12% | i | 8.1%
COc1ccc(NC(=O)CSc2nnc3ccc(-c4ccncc4)nn23)cc1OC | 0.7 | 1% | -14% | -25% | i | -5% | 1% | i | -0.3%
CN(C)CCN1C(=O)c2oc3ccc(Cl)cc3c(=O)c2C1c1cccc(Br)c1 (centres undefined) | -0.9 | -1% | 5% | 17% | i | -2% | -4% | i | -0.7%
COc1cc2ccc(C(C)=NNC(N)=S)cc2cc1OC | -1.2 | . | -55% | . | i | . | ? | ? | 18%
Cc1nc(CN2CCCCC2)cc(=O)[nH]1 | 1.1 | -1% | -11% | -21% | i | 4% | -4% | i | 0.8%
COc1cc(C)ccc1OCCOc1c(C)cccc1Cl | 1.0 | 1% | -16% | ? | i | 3% | -10% | i | 0.6%
COc1ccc(S(=O)(=O)N2CCCCC2)cc1NC(=O)C1COc2ccccc2O1 (centres undefined) | 0.5 | -1% | -23% | -26% | i | 6% | 0% | i | 2.0%
COc1ccccc1CNC(=O)C(=O)NCC1OCCN1C(=O)c1cccs1 (centres undefined) | -3.6 | 0% | -10% | -2% | i | 1% | -19% | i | 0.5%
COc1ccc(Cl)cc1NC(=O)CN(C)C(C)C(=O)NCC1CCCCC1 (centres undefined) | -3.7 | -4% | -12% | ? | i | -15% | -4% | i | 3.0%
CCOc1ccccc1NC(=O)CN1CCN(C(=O)C2CCCO2)CC1 (centres undefined) | 0.1 | 0% | 1% | 3% | i | 0% | 0% | i | -0.2%
Cc1ccc(-n2c(SCC(=O)NNC(=S)Nc3ccccc3)nc3ccccc3c2=O)cc1 | -1.4 | -3% | 6% | -20% | i | -11% | -3% | i | 3.7%
Cn1nnnc1SCCCNCc1ccc(-c2ccc(Br)cc2)o1 | . | . | -65% | 3% | . | 0% | ? | ? | 10%
Cc1ccc(Cl)cc1N1CCN(C(=O)CSc2ccsc2[N+](=O)[O-])CC1 | -3.3 | -1% | -12% | ? | i | -7% | -1% | ? | 0.3%
C/C(=N\NC(=O)C(N)=O)c1ccc(O)cc1O | -1.5 | 1% | -3% | -1% | i | -15% | 11% | i | 0.1%
NC(=O)c1cc([N+](=O)[O-])ccc1NCc1cccc([N+](=O)[O-])c1 | -1.3 | 2% | -1% | 5% | i | 2% | -15% | i | 0.0%
O=C(COC(=O)Cc1ccc(S(=O)(=O)N2CCOCC2)s1)Nc1ccc([N+](=O)[O-])cc1 | -2.3 | -23% | 2% | 11% | i | -1% | -1% | i | -0.2%
COc1cc(C)ccc1OCc1cc(C(=O)N2C[C@H]3CC[C@H]2C3)no1 | -1.4 | 1% | 8% | 8% | i | -4% | 1% | i | 2.3%
COc1ccccc1N1CCN(C(=O)CCC(=O)N2CCN(c3ccc(F)cc3)CC2)CC1 | -0.9 | 0% | -18% | ? | i | -6% | ? | i | -0.6%
Cn1cc(CN2CCN(Cc3ccc4c(c3)OCO4)CC2)c(-c2ccccc2F)n1 | 0.4 | -2% | -14% | 3% | i | -14% | -1% | . | 0.1%
CCOc1c(O)ccc(C2NC(=O)NC(C)=C2C(=O)OC)c1[N+](=O)[O-] (centres undefined) | -1.4 | -5% | 5% | 13% | i | -10% | 1% | i | 0.2%
CCn1ccnc1CNC(=O)c1cc(COc2ccc(F)cc2F)on1 | -2.4 | -1% | -4% | ? | i | -6% | 8% | i | 3.1%

From PubChem
